# High-throughput results deposited in PubChem by several laboratories.
# Cdc25B inh: inhibitors of human Cdc25B phosphatase. inhibition, %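 (compounds tested at 10 µM final in the well)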. hit rate 0.1% among 65,000. P30305. recombinant Cdc25B, OMFP fluorescence Ex485/Em525. AID 368; in the data active = inhibition above about 50%
# DUSP1 inh: human dual specificity phosphatase 1 inhibition. P28562. recombinant MKP-1, OMFP hydrolysis fluorescence. inhibition, %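 (compounds tested at a single concentration somewhere between 10 and 100 µM)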. hit rate 0.15% among 65,000. AID 374;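 active = inhibition above about 50%, limit read from the data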;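 also: 0% = DMSO max control wells and 100% = wells with enzyme stopped by NaOH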
# Target sequence (P28562 whole entry, looked up): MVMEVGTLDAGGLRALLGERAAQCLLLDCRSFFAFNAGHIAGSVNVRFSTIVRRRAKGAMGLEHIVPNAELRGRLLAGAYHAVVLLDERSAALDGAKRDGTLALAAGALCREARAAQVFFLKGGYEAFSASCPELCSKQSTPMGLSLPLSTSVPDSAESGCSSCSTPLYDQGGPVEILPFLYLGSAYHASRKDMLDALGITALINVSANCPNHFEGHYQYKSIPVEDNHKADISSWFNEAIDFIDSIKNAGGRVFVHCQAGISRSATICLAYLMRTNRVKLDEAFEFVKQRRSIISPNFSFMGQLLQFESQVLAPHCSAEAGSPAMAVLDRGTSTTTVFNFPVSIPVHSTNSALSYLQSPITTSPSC
# ROCK2 inh: blocks human Rho kinase 2 activity; O75116; purified ROCK2, Kinase-Glo ATP depletion luminescence; inhibition, % at 6 µM; hit rate 0.35% among 60,000; AID 604;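 active = inhibition above the screen-wide mean inhibition plus 3 SD, cut at about 18% in these data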;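 also: plate controls were DMSO wells for no effect and Y-27632 control wells after no-enzyme background subtraction for full effect; many of its hits are not listed in these tables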
# HEK293 NFkB inh: inhibitors of the PMA/ionomycin-induced NF-kB reporter in HEK293 cells; HEK-293 NF-kB luciferase reporter, luminescence; inhibition, % at 3 µM; hit rate 0.21% among 62,000; AID 465;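 active = inhibition above the mean of all tested compounds plus 3 SD, cut at about 40% in these data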;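 also: 0% = stimulated DMSO wells and 100% = 10 µM reference inhibitor 5653914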
#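 Material: HEK-293 cells with stable firefly luciferase reporter driven by four HIV NF-kB elements / Also added: PMA plus ionomycin mix as NF-kB-activating stimulus / Compound dosing: 3 µM once, 0.30% DMSO / Times: 1 h pretreatment, 16 h stimulation, 37 °C / Signal: luminescence / Evaluation: per-plate % inhibition versus controls / Benchmarks: DMSO and 10 µM reference inhibitor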
# Jurkat viability: cytotoxicity toward Jurkat cells | Jurkat E6.1 viability, ATP luminescence, 48 h | inhibition, % at 4 µM | hit rate 1.2% among 56,000;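 active = inhibition above the mean inhibition of all tested compounds plus 3 SD, cut at about 28% in these data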
# PKA inh: blocks human protein kinase A activity; P17612; PKA Kemptide phosphorylation, Kinase-Glo ATP luminescence; inhibition, % at 6 µM; hit rate 0.1% among 65,000; AID 524;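 active = inhibition above the screen-wide mean inhibition plus 3 SD, cut at about 21% in these data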; also: many of its hits are not listed in these tables
# TNAP act mid DEA: activates human TNAP at intermediate phosphate acceptor concentration; P05186; purified TNAP, CDP-star luminescence, 100 mM DEA, 30 min; active compounds read high; scale: 0 levamisole-inhibited, 1 vehicle-only enzyme; activation factor at 20 µM; 64,000 tested, under 10 active;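 active = activation factor of at least 2 at 20 µM, relative to controls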
# MMP13 inh: blocks human MMP13 activity. P45452. MMP-13 fTHP FRET cleavage, Mca fluorescence. inhibition, % at 4 µM. hit rate 0.07% among 65,000;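 active = inhibition above the mean of compound-free control plate wells plus 3 SD, cut at about 14% in these data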;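 also: 0% = DMSO wells and 100% = wells with reference MMP-13 inhibitor after basal subtraction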
# JNK3 blocker: JNK3 (human) kinase inhibition; purified JNK3 kinase activity, HTS; hit rate 0.61% among 60,000; inhibition, % at 8 µM; AID 746; in the data active = inhibition above about 17%;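 also: 0% = DMSO and 100% = reference inhibitor; many of its hits are not listed in these tables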
# Target sequence (P53779 whole entry, looked up): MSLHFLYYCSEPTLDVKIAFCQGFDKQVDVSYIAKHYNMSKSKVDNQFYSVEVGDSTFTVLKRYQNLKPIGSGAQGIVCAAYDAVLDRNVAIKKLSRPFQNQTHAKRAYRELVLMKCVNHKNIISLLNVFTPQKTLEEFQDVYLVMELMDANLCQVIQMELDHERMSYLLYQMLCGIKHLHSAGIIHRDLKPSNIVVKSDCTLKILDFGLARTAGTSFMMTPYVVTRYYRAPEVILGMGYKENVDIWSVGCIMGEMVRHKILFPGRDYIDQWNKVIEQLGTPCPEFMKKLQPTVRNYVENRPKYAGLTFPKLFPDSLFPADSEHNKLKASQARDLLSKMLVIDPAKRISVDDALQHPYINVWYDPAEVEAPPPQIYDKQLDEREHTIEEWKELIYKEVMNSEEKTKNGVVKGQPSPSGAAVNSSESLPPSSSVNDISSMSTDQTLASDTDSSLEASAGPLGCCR
# Active calls of the source: *; . = no result given; [ ] = another dose, or the depositor's remark.
# Sample of the layout:
1. Cn1c(SCC(=O)N2CCCc3ccccc32)nnc1-c1c[nH]c2ccccc12
2. CCSCC1COC(c2cccn2Cc2ccc(C)cc2)=N1 (configuration not stated)
3. CCOC(=O)CC(=O)Nc1nc2ccccc2s1
4. O=C(CSc1nc2ncc(Br)cc2[nH]1)Nc1ccc2c(c1)OCO2
5. O=C(CSc1nc(-c2ccco2)cc(C(F)(F)F)n1)NC1CCCC1
6. O=C(NC1CCCC1)C1CCCN(S(=O)(=O)c2cccc3cccnc23)C1 (configuration not stated)
7. O=C(OCC(=O)N1CCCCC1)c1cc2ccccc2cc1O
Compound,1,2,3,4,5,6,7
Cdc25B inh,-11,-17,3,0,-5,-13,-4
DUSP1 inh,-2,9,8,-10,8,3,-3
ROCK2 inh,10,-2,-1,9,3,2,-3
HEK293 NFkB inh,2,11,14,4,4,18,14
Jurkat viability,1,0,5,-4,-5,5,6
PKA inh,6,-1,4,0,4,7,-2
TNAP act mid DEA,.,0.9,1,0.7,0.9,0.9,0.9
MMP13 inh,-3,2,-1,3,-3,-1,-5
JNK3 blocker,-1,-2,-6,2,-5,-2,-5

# This part in full, from the first entry:
1. Cn1c(SCC(=O)N2CCCc3ccccc32)nnc1-c1c[nH]c2ccccc12
2. CCSCC1COC(c2cccn2Cc2ccc(C)cc2)=N1 (configuration not stated)
3. CCOC(=O)CC(=O)Nc1nc2ccccc2s1
4. O=C(CSc1nc2ncc(Br)cc2[nH]1)Nc1ccc2c(c1)OCO2
5. O=C(CSc1nc(-c2ccco2)cc(C(F)(F)F)n1)NC1CCCC1
6. O=C(NC1CCCC1)C1CCCN(S(=O)(=O)c2cccc3cccnc23)C1 (configuration not stated)
7. O=C(OCC(=O)N1CCCCC1)c1cc2ccccc2cc1O
8. CCCCCCOC(=O)C1=C(C)NC(=O)NC1c1ccc(O)cc1 (configuration not stated)
Compound,1,2,3,4,5,6,7,8
Cdc25B inh,-11,-17,3,0,-5,-13,-4,11
DUSP1 inh,-2,9,8,-10,8,3,-3,-21
ROCK2 inh,10,-2,-1,9,3,2,-3,4
HEK293 NFkB inh,2,11,14,4,4,18,14,14
Jurkat viability,1,0,5,-4,-5,5,6,0
PKA inh,6,-1,4,0,4,7,-2,-1
TNAP act mid DEA,.,0.9,1,0.7,0.9,0.9,0.9,0.8
MMP13 inh,-3,2,-1,3,-3,-1,-5,-6
JNK3 blocker,-1,-2,-6,2,-5,-2,-5,-1

9. Cc1ccc(Cn2c(=O)c3c(nc4n3CCN4Cc3ccco3)n(C)c2=O)cc1
10. Cc1cc(C(=O)OCn2nnc3ccccc3c2=O)c(C)o1
11. Cn1c(=O)n(C)c2cc(S(=O)(=O)NCCc3ccccc3)ccc21
12. O=C(NCc1ccco1)c1cc2n(n1)C(C(F)(F)F)CC(c1ccc(F)cc1)N2 (configuration not stated)
13. COc1ccc(-n2c(Cc3cc(=O)[nH]c(=O)[nH]3)nnc2SCC(=O)NC2CCCC2)cc1
14. CNC(=O)c1ncnnc1N(C)C(=O)NCc1ccccc1
15. O/N=C(\COc1ccccc1O)c1ccccc1
16. O=C(Nc1ccccc1C(=O)NCc1ccc(Cl)cc1)c1ccco1
Compound,9,10,11,12,13,14,15,16
Cdc25B inh,-5,-17,-1,4,-12,18,5,-10
DUSP1 inh,13,2,13,-9,7,-31,2,6
ROCK2 inh,-1,.,9,-3,3,-9,4,11
HEK293 NFkB inh,23,6,1,-10,9,.,-13,24
Jurkat viability,14,.,-2,4,1,.,-5,-6
PKA inh,-5,10,6,5,4,1,8,10
TNAP act mid DEA,1,0.9,0.9,0.9,0.9,1,1,0.9
MMP13 inh,-4,7,-6,6,-4,2,0,5
JNK3 blocker,-1,.,0,-6,-6,0,0,10

# Compound profiles (already shown). Order of values: Cdc25B inh, DUSP1 inh, ROCK2 inh, HEK293 NFkB inh, Jurkat viability, PKA inh, TNAP act mid DEA, MMP13 inh, JNK3 blocker
# `O=C(Nc1ccccc1C(=O)NCc1ccc(Cl)cc1)c1ccco1` is listed as -10, 6, 11, 24, -6, 10, 0.9, 5, 10
# `O=C(NC1CCCC1)C1CCCN(S(=O)(=O)c2cccc3cccnc23)C1` (configuration not stated) is listed as -13, 3, 2, 18, 5, 7, 0.9, -1, -2
# `Cn1c(SCC(=O)N2CCCc3ccccc32)nnc1-c1c[nH]c2ccccc12` is listed as -11, -2, 10, 2, 1, 6, ., -3, -1

# Going on with the list:
17. Cn1c(=O)[nH]c(=O)c2c1nc(Br)n2CCCCSc1nc2ccccc2o1
18. Cc1cc(Cl)c(OCCCn2cncn2)c(Br)c1
19. O=S(=O)(Nc1ccc(Cl)c(C(F)(F)F)c1)c1cnc[nH]1
20. O=C(Nc1cccc2ncccc12)c1cccnc1
21. Cc1csc2ncc(C(=O)NCc3ccccn3)c(=O)n12
22. O=C(CCc1nc2ccccc2[nH]1)NC1CCCCC1
23. CC(=O)NC(C1C(=O)CC(C)(C)CC1=O)(C(F)(F)F)C(F)(F)F
24. CCCn1nc(NC(=O)c2cccs2)c2cc3cc(OC)ccc3nc21
Compound,17,18,19,20,21,22,23,24
Cdc25B inh,7,-1,7,-15,3,-8,-3,-2
DUSP1 inh,35,-1,-3,1,0,0,-6,15
ROCK2 inh,1,7,1,8,5,5,8,3
HEK293 NFkB inh,13,-9,11,16,12,11,8,-6
Jurkat viability,-6,-2,-1,-5,-12,-6,1,-5
PKA inh,5,7,7,10,-1,6,3,7
TNAP act mid DEA,1,0.8,0.9,0.9,1,0.9,0.9,1
MMP13 inh,-7,5,0,3,-111[fluorescence artefact?],-1,0,-45
JNK3 blocker,0,7,-6,3,7,1,1,-5

25. COC(=O)c1cccnc1-n1c(=O)c2cccnc2n(Cc2ccc(Cl)cc2)c1=O
26. O=C(c1ccc(Cl)cc1)c1ccc(OCC(O)CN2CCOCC2)cc1 (configuration not stated)
27. O=C(Cc1cccs1)Nc1ccc(S(=O)(=O)N2CCCCC2)cc1
28. COc1ccc(C2CC(c3ccc(Cl)cc3Cl)Nc3nc(N)nn32)cc1 (configuration not stated)
29. Cc1ccc(Cn2c(SCC(C)C)nc3c2c(=O)[nH]c(=O)n3C)cc1
30. c1ccc(CN2CCN(CCCNc3ccc4nnc(-c5ccccc5)n4n3)CC2)cc1
31. Clc1ccc(-c2noc(CN3CCCC3)n2)cc1
32. N#Cc1cccc(NC(=O)N2CCC(c3nc4c(nnn4Cc4cccc(Cl)c4)c(=O)[nH]3)CC2)c1
Compound,25,26,27,28,29,30,31,32
Cdc25B inh,-14,-9,7,1,5,-25,-9,-8
DUSP1 inh,8,-3,11,13,18,12,-6,-10
ROCK2 inh,.,4,5,0,1,3,1,4
HEK293 NFkB inh,10,0,13,-9,10,0,-19,2
Jurkat viability,.,4,5,-8,-1,6,-5,1
PKA inh,-1,3,8,-9,1,1,3,6
TNAP act mid DEA,1,0.9,0.9,0.9,0.9,0.9,0.9,1.1
MMP13 inh,4,2,-4,8,2,-7,0,1
JNK3 blocker,.,6,-2,-2,0,4,-5,8

33. O=C1C(=C(O)c2ccccc2)C(=O)c2ccccc21
34. CC(C)=CCCC(C)N(C=O)C(C)CCC=C(C)C (configuration not stated)
35. CCOC(=O)CSc1nnc(CNc2ccccc2Cl)n1-c1ccccc1
36. CCOC(=O)C1/C(=N\O)CC(C)(O)C(C(=O)OCC)C1c1ccc(N(C)C)cc1 (configuration not stated)
37. Cc1c(Cl)cccc1Nc1ccccc1C(=O)O
38. COc1cccc(CNC(=O)c2ccc3nc[nH]c3c2)c1
39. CSCC[C@@H](Nc1nc(-c2ccccc2)nc2c1oc1ccccc12)C(=O)O
40. OC(COc1ccc(Br)cc1)CN1CCOCC1 (configuration not stated)
Compound,33,34,35,36,37,38,39,40
Cdc25B inh,-8,-6,-4,18,1,-5,0,-9
DUSP1 inh,6,10,-16,-14,-2,33,6,-2
ROCK2 inh,-1,3,12,6,7,0,5,1
HEK293 NFkB inh,12,10,14,.,.,9,21,13
Jurkat viability,5,-8,-1,.,.,5,6,0
PKA inh,-2,5,2,6,-1,-2,7,5
TNAP act mid DEA,0.9,0.9,0.9,0.8,0.9,1.1,0.9,0.9
MMP13 inh,1,-1,1,-2,-1,0,-3,1
JNK3 blocker,-9,-1,-3,0,-3,0,-1,-5

# More compounds follow:
cpd	molecule	Cdc25B inh	DUSP1 inh	ROCK2 inh	HEK293 NFkB inh	Jurkat viability	PKA inh	TNAP act mid DEA	MMP13 inh	JNK3 blocker
41	CCOc1ccccc1N1CCN(C(=O)c2ccccc2)CC1	-10	10	4	11	-3	3	0.9	0	5
42	CCn1c(SCC(=O)Nc2nc(C)cs2)nnc1C(NC(=O)c1ccccc1Cl)C(C)C (configuration not stated)	-9	10	6	16	1	8	1	4	0
43	O=C(CSc1nnc(-c2cnccn2)n1Cc1ccco1)c1ccc2ccccc2c1	-1	33	-2	16	2	-2	0.9	3	1
44	CC(=O)NC1(C(F)(F)F)C(=O)Nc2c1c(=O)[nH]c(=O)n2Cc1ccco1 (configuration not stated)	-5	-2	5	14	-4	5	0.9	-3	3
45	Cc1cccc(-n2nnnc2SCc2csc(-c3ccccc3)n2)c1	3	-4	5	-2	-1	6	0.8	-4	10
46	Cc1nc2nc(SCC(=O)NCc3ccco3)nn2c(C)c1Cc1ccccc1	-2	-4	.	16	.	6	0.9	1	.
47	COc1cccc(NC(=O)C2C3C=CC4(O3)C2C(=O)N(C(C)C)C4C(=O)NC2CCCCC2C)c1 (configuration not stated)	-6	-23	6	25	-4	7	0.8	-6	6
48	C=CCn1c(=S)[nH]c2nc3c(cc2c1=O)COC(C)(C)C3	5	-10	8	.	.	5	0.9	-3	-1
49	Cn1nnnc1SCSc1nnnn1C	4	6	.	14	.	3	0.9	-4	.
50	O=C1CC(c2ccncc2)c2cc3c(cc2N1)OCO3 (configuration not stated)	-37	-4	10	10	-1	6	0.9	4	-2
51	Cc1cc(=O)n2[nH]c(C)c(-c3ccccc3)c2n1	-1	6	6	3	4	10	1	-3	3
52	CC(=O)c1ccc(OCC(O)CN(C)Cc2cccs2)cc1 (configuration not stated)	-17	14	8	-3	-4	8	0.9	0	-2
53	COCCCNC(=O)Cn1cc(C(=O)C2CC2)c2ccccc21	1	-1	-1	17	-3	-1	1.1	-5	2
54	Cc1ccc(/C=c2\sc3nc(-c4cccs4)nn3c2=O)o1	11	22	2	3	0	0	0.9	1	-3
55	O=C(c1cnn2c(C(F)(F)F)cc(-c3ccc(Br)cc3)nc12)N1CCOCC1	-18	1	6	5	2	12	0.9	2	1
56	CCCCCCn1c(CN2CCN(C)CC2)nc2c1c(=O)n(C)c(=O)n2C	-9	4	4	14	-4	7	1	3	5
57	Cn1c(=O)c2c(ncn2CC(=O)Nc2cc(Cl)c(Cl)cc2Cl)n(C)c1=O	9	19	-5	11	-5	10	0.9	2	4
58	O=C(C1CCN(S(=O)(=O)c2cccc3cccnc23)CC1)N1CCn2c1nc1ccccc12	-10	5	8	15	6	11	0.9	-2	2
59	CCc1nc(NC(C)C)c2oc3ccccc3c2n1	-3	7	.	4	.	9	0.9	-4	.
60	CCOc1c(N2CCCCC2)c(=O)c1=O	2	10	5	-1	-3	14	1	-6	10
61	Cc1ccc(NS(=O)(=O)c2cc(C(=O)N3CCN(C)CC3)ccc2C)cc1	-9	10	1	8	-4	5	0.9	-1	-3
62	CCOC(=O)CN1C(=O)CSc2ccccc21	-2	30	.	6	.	2	0.9	-1	.
63	S=c1[nH]nc(-c2cccc(Br)c2)o1	1	-5	6	0	1	9	0.9	-3	19*
64	Cc1cc2oc(=O)cc(CN3CCC(C)CC3)c2cc1Cl	-12	-4	2	1	11	2	0.9	-1	4
